Insulin prom inh: inhibitors of insulin promoter-driven GFP, primary screen, imaging, TRM-6 cells (human fetal islet line), eGFP reporter, cell count; reporter expression induced with tamoxifen; inhibition, % at 2 µM; 130,000 tested, 0.9% active;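 active = inhibition above the mean plus 3 SD, with well images judged a real hit on visual review, cut at about 60% in these data, passing the limit was not always enough; inconclusive = inhibition over the cutoff but images rejected on review; inactive = inhibition not above the cutoff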
sdo1 growth: growth rescue of sdo1-depleted yeast, primary screen, S. cerevisiae, bone marrow failure model | S. cerevisiae sdo1-depleted JHY4D growth rescue, OD600 30 h; hits give high values; pdr5 snq2 efflux-pump mutant strain | z-score at 10 µM | 140,000 tested, 0.21% active;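 active = z-score above 3 at both the 24 hr and the 30 hr optical density reads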;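 also: z-score against mean and SD of all compound wells on the same plate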
sdo1 growth Rescue 24 h: recorded beside sdo1 growth, whose call it bears; z-score; S. cerevisiae sdo1-depleted JHY4D growth rescue, OD600; measured here: growth rescue at 24 h;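 0 is the plate mean of compound wells and units are plate SD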
Active calls of the source: *; ? = inconclusive; . = not tested or not shown.

Below each compound: Insulin prom inh	sdo1 growth	sdo1 growth Rescue 24 h
- CCc1nc2ccccc2c(C(=O)Oc2cccc3cccnc23)c1C
 : -77	-0.84	0.14
- Cc1cc(N(C)C)c(C#N)c(=O)[nH]1
 : .	0.08	0.43
- O=C(Cc1ccc([N+](=O)[O-])cc1)Nc1ccc2c(c1)OCO2
 : -7	.	.
- c1cc(Nc2cccc3nccnc23)c2nccnc2c1
 : 10	.	.
- Cc1csc2ncc(C(=O)NCc3ccccc3Cl)c(=O)n12
 : .	0.62	1.6
- Cc1cccc2c1-c1sc(C(=O)N3CCc4ccccc4C3)cc1CO2
 : -20	-1.3	-1
- O=C(CCC(=O)OCC(F)(F)C(F)F)Nc1ccc(F)cc1F
 : 27	1.8	0.03
- CC1(C)C(CO)=CC(=O)C2=C1SCC(=O)N2
 : -200	0.02	-0.41
- CC(C)N(Cc1nc(-c2ccccc2)no1)C(=O)CCCN1C(=O)c2ccccc2C1=O
 : -85	-1.9	-1.1
- Cc1ccc(OCC(=O)Nc2ccc(N3CCOCC3)cc2)c([N+](=O)[O-])n1
 : 10	.	.
- COc1ccc2c(c1)nc(SCC(=O)c1cccs1)n2C
 : 0	0.99	0.7
- O=C(CN1CCC(NC(=O)Cc2ccccc2)CC1)Nc1cccc2ccccc12
 : .	-0.15	-1.1
- N#CC(C#N)=Cc1cc2ccccc2nc1N1CCCCC1
 : 59	-1.8	-1.4
- O=C(Oc1cccnc1)c1ccc([N+](=O)[O-])cc1
 : -17	0.39	0.18
- CSC1=C(C#N)C(c2ccc(C)cc2)C2=C(CCCC2=O)N1 (configuration not stated)
 : 14	0.73	0.76
- COc1ccc(NC(=O)CSc2nnnn2C)cc1
 : 7	.	.
- Cc1[nH]c2ccccc2c1C(c1ccccn1)c1c(C)[nH]c2ccccc12
 : .	0.84	2
- CCC(NS(=O)(=O)c1ccc(C)cc1)C(=O)N1CCN(c2ccccn2)CC1 (configuration not stated)
 : .	0.78	0.47
- Cc1ccnc(NC(=O)c2ccc(Cl)c([N+](=O)[O-])c2)c1
 : -12	.	.
- S=c1[nH]nc([C@@H]2C[C@H]2c2ccccc2)n1-c1ccccc1
 : -43	-0.04	0.06
- CCN(CC)S(=O)(=O)c1ccc(NC(=O)CCC2CCCCC2)cc1
 : 8	-0.14	1.5
- O=c1cc(NCc2ccco2)[nH]c(=O)n1-c1ccc(Br)cc1
 : 60	0.46	0.13
- O=C(Nc1cccc(S(=O)(=O)N2CCCCC2)c1)c1ccc2c(c1)OCO2
 : 30	-0.16	-0.21
- CCOc1ccc(NC(=S)NN2C(C)CCCC2C)cc1 (configuration not stated)
 : 45	-0.43	-0.9
- COc1ccccc1-n1cnnc1SC1CCOC1=O (configuration not stated)
 : .	-0.64	-0.97
- CCCOC(=O)/C(=C\c1ccc([N+](=O)[O-])o1)NC(=O)c1ccccc1
 : -210	-1.9	-0.84
- O=C(OCc1cc2ccccc2[nH]c1=O)c1ccncc1
 : -19	2	3.4
- Cc1nnc(-c2cnn(C)c2N)n1Cc1ccc2c(c1)OCO2
 : 0	.	.
- COC(=O)C(Cc1cnc(Cl)s1)(C(=O)OC)c1ccccc1[N+](=O)[O-]
 : 8	0.24	0.06
- COc1cc(C)c(CNc2cccc(C)c2)cc1C
 : 0	0.92	1.2

Random excerpt: two entries already listed
Below each compound: Insulin prom inh	sdo1 growth	sdo1 growth Rescue 24 h
- Cc1[nH]c2ccccc2c1C(c1ccccn1)c1c(C)[nH]c2ccccc12
 : .	0.84	2
- COC(=O)C(Cc1cnc(Cl)s1)(C(=O)OC)c1ccccc1[N+](=O)[O-]
 : 8	0.24	0.06

Of the compounds above, these have an aryl methoxy group:
Below each compound: Insulin prom inh	sdo1 growth	sdo1 growth Rescue 24 h
- COc1ccc2c(c1)nc(SCC(=O)c1cccs1)n2C
 : 0	0.99	0.7
- COc1ccc(NC(=O)CSc2nnnn2C)cc1
 : 7	.	.
- COc1ccccc1-n1cnnc1SC1CCOC1=O (configuration not stated)
 : .	-0.64	-0.97
- COc1cc(C)c(CNc2cccc(C)c2)cc1C
 : 0	0.92	1.2

(further entries)
Below each compound: Insulin prom inh	sdo1 growth	sdo1 growth Rescue 24 h
- Cc1cc(C)n2nc(C(=O)Nc3nccs3)nc2n1
 : 0	1.5	1.5
- COc1ccc(S(=O)(=O)N2CCOCC2)cc1NC(=O)CN1CCCCCC1
 : -25	.	.
- Cc1nnc(NC(=O)c2cccc(F)c2)s1
 : -3	0.5	0.71
- CCOC(=O)n1c(=O)n(C)c2ccc(Br)cc21
 : 31	.	.
- N#Cc1ccccc1Cn1c(=O)n(C2CCCC2)c(=O)c2ccccc21
 : -16	-1.1	-1.4
- CN(C(=O)/C=C/c1ccc2c(c1)OCO2)c1ccccc1
 : -12	.	.
- CCOC(=O)c1sc(NC(=O)Cn2nnc3sc4c(c3c2=O)CCC(C(C)(C)C)C4)nc1C (configuration not stated)
 : 10	0.24	0.64
- CC(=O)c1c(C)[nH]c(C(=O)NC2=NCCS2)c1C
 : -11	0.58	0.91
- Cc1ccc(N)c2c1OCCC2=O
 : -31	0.45	0.19
- COc1ccc(NC2=C(C(C)=O)C(c3ccc4c(c3)OCO4)C(C(C)=O)C(C)(O)C2)cc1 (configuration not stated)
 : .	-1.2	-1.3
- COc1cc(NCCCCCCCN)c2ncccc2c1
 : 14	0.82	0.74
- COCC(=O)Nc1nnc(CCc2ccccc2)s1
 : -36	0.04	0.13
- Cc1cc(Cl)ccc1OC(C)C(=O)Nc1ccc(S(=O)(=O)Nc2cnc3ccccc3n2)cc1 (configuration not stated)
 : -3	-1.2	-1.2
- O=C(COC(=O)c1cccs1)Nc1cccc(S(=O)(=O)N2CCOCC2)c1
 : -18	-0.76	-1.6
- CC1CCN(C(=O)C(Cc2ccccc2)n2cccc2)CC1 (configuration not stated)
 : -43	0.11	0.52
- CCOc1ccc(S(=O)(=O)N(CC(N)=O)c2ccc(C)cc2)cc1
 : -69	0.92	0.09
- COC(=O)c1ccc[n+](CC(=O)Nc2ccc(OC(F)F)cc2)c1
 : -22	.	.
- Cc1[nH]c(=O)[nH]c(=O)c1S(=O)(=O)N1CCCC(C(=O)N2CCN(c3ccccc3Cl)CC2)C1 (configuration not stated)
 : 4	0.06	-0.31
- CN(Cc1ccccc1)c1nc2c(c(=O)n(C)c(=O)n2C)n1CCCc1ccccc1
 : 55	-0.98	-0.72
- O=C(O)/C=C/C(=O)Nc1cccc(C(F)(F)F)c1
 : .	2.2	2.7
- Cc1nn(-c2ccccc2)c(C)c1NC(=O)COc1ccc(F)cc1Cl
 : -8	-1.2	-1
- COCCNC(=O)CCCn1c(=O)c2cc(OC)c(OC)cc2n(CC(=O)c2ccccc2)c1=O
 : -73	.	.
- CCOc1ncccc1C(=O)OCC(=O)Nc1ccc(S(=O)(=O)N2CCOCC2)cc1
 : .	0.2	-0.14
- Cc1ccc(NC(=O)C2Cc3ccccc3C(=O)O2)cc1 (configuration not stated)
 : 38	.	.
- C/C(N)=C(/C#N)C(=O)COC(=O)c1ccncc1
 : 18	0.18	0.76
- O=C(COC(=O)c1cccs1)Nc1ccc(S(=O)(=O)N2CCOCC2)cc1
 : 3	-0.69	-1.6
- C/C(=N\OC(=O)Nc1ccc(Cl)cc1)c1ncc(C(F)(F)F)cc1N1CCOCC1
 : 34	0.22	0.15
- CN(C)c1ccc(/C=C2\SC(=O)N(CC(O)Cn3c4ccccc4c4ccccc43)C2=O)cc1 (configuration not stated)
 : .	-0.19	0.73
- Cc1ccc(OCCn2cc(C(=O)O)c3ccccc32)cc1
 : -57	.	.
- COc1ccc(C2C(C(N)=O)=C(C)Nc3ncnn32)cc1 (configuration not stated)
 : .	-0.23	-0.05
- COc1cc(/C=C(\C#N)C(=O)Nc2cc(C(F)(F)F)ccc2Cl)ccc1OCC(=O)Nc1cccc(C(F)(F)F)c1
 : 0	1.2	2.6
- COc1ccc2[nH]c3c(=O)n(Cc4ccc(C(=O)N5CCCCCC5)cc4)c(=S)[nH]c3c2c1
 : 17	.	.
- COC(=O)c1c(C(C)=O)cnc2ccc(Br)cc12
 : .	1.7	1.9
- CCc1cc(OCCN2C(=O)NC(C)(C)C2=O)ccc1Cl
 : 0	0.63	0.58
- O=C(NC1CCCCC1)c1sc(=S)n2c1[nH]c(=O)c1ccccc12
 : .	-1.3	0.31
- Cc1nc(SCC(=O)c2cccs2)c2oc3ccccc3c2n1
 : 0	-2	-1.6
- CCOC(=O)C1CCCN(C(=O)CS(=O)(=O)Cc2ccccc2)C1 (configuration not stated)
 : -362	0.51	0.39
- CCCN(Cc1ccccc1)C(=O)Nc1ccc2c(c1)nnn2C
 : -20	-0.41	-0.76
- CSc1ccccc1-c1nnc(-c2ccc(Cl)cc2)o1
 : 30	-0.93	-0.6
- CCSc1nc(C2CC2)cc(-c2ccco2)c1C#N
 : 64	-1.1	0.29
- COc1ccc(C)cc1NCc1cccc(OC)c1OC
 : 3	-0.01	-0.19
- CC(=O)NC(Cc1cc(C)ccc1C)C(=O)N1CCN(C(=O)c2ccc(Br)cc2)CC1 (configuration not stated)
 : -17	.	.
- Oc1ccc(/C=N/N=C/c2ccc(O)cc2)cc1
 : 17	.	.
- Clc1ccc(OCc2nnc3n2N=C(c2ccc4c(c2)OCCO4)CS3)c(Cl)c1
 : 30	-0.95	-0.04
- c1ccc(C(c2nnnn2C2CCCC2)N2CCN(c3nc4ccccc4s3)CC2)cc1 (configuration not stated)
 : 0	-0.82	-1.1
- COC(=O)C1CSC(c2ccc(Cl)cc2)N1C(=O)c1ccccc1 (configuration not stated)
 : 14	.	.
- OC(CN1CCOCC1)CN1CCOCC1
 : -42	1.1	0.39
- COCCCNCC1C(Oc2ccc(Cl)cc2)C(=O)N1c1ccccc1C (configuration not stated)
 : -26	0.67	0.32
- COc1ccc(OC)c(NC(=O)c2c(NC(=O)CCC(=O)O)sc3c2CCCCC3)c1
 : 21	0.67	-0.34
- CC(=O)c1cccc(NC2c3ccccc3C(=O)N2Cc2ccc3c(c2)OCO3)c1 (configuration not stated)
 : -43	-1.3	-0.61
- CCOP(=O)(c1ccc(N(C)C)cc1)C(O)c1cc(OC)c(OC)c(OC)c1 (configuration not stated)
 : 14	1.1	1.1
- CCn1c(SCC(=O)Nc2cc(C)on2)nnc1-c1ccc(S(=O)(=O)N2CCN(C)CC2)cc1
 : 12	-0.7	-1.2
- CCOc1ccc(NC(=O)C2CCCN(C(=O)Nc3ccccc3)C2)cc1 (configuration not stated)
 : 3	0.18	-0.5
- Cc1cc(C(F)(F)F)n2ncc(C(=O)O)c2n1
 : .	-0.18	-1.1
- CN1CCN(CCCNC(=O)c2ccc(CSCc3cccc(Cl)c3)o2)CC1
 : -92	1	1
- COC(=O)C1=C(C)NC(=O)/C1=C\N(C)C
 : -65	.	.
- CC(=O)/C(=N\Nc1ccc(C)cc1)Sc1nncn1C
 : 21	0.35	0.4
- CC(=O)N1c2ccccc2C(C)CC12CCCCC2 (configuration not stated)
 : 29	-1.7	-1.2
- CCCCOc1ccc(-c2nc(=S)[nH][nH]2)cc1
 : 23	0.09	0.18
- CC1CCCCN1C(=O)COc1ccc(NC(=O)c2ccco2)cc1 (configuration not stated)
 : .	0.46	0.27

The results go on.
Below each compound: Insulin prom inh	sdo1 growth	sdo1 growth Rescue 24 h
- CCOc1cc(S(=O)(=O)N2CCOCC2)ccc1F
 : ?	0.68	0.31
- Cn1cc(C(=O)NC2C3CC4CC(C3)CC2C4)cn1 (configuration not stated)
 : 7	0.14	-0.45
- CCNC(=O)C(=O)Nc1ccc([N+](=O)[O-])cc1
 : -17	.	.
- O=C(COC(=O)c1ccncc1)Nc1ccccc1
 : 44	.	.
- O=C1CC(N(CCc2ccccc2)C(=S)Nc2cc(Cl)ccc2Cl)C(=O)N1c1c(Cl)cccc1Cl (configuration not stated)
 : .	-1	-0.2
- COc1ccc(OCC(=O)N2CCN(C(=O)c3cccc4ccccc34)CC2)cc1
 : -38	-0.22	0.56
- COC(=O)[C@H](C)NC(=O)/C=C/c1ccc(OC)cc1
 : .	0.53	-0.2
- COCCn1c(SCC#N)nnc1-c1ccc2c(c1)OCO2
 : 27	-0.88	-0.82
- Cc1cc([N+](=O)[O-])nn1Cc1ccc(C(=O)N/N=C/c2ccc(O)cc2O)cc1
 : 67	1.1	0.79
- Cc1cc2nc(-c3cccc(NC(=O)c4ccc(Br)o4)c3)oc2cc1C
 : 0	-1	-0.13
- C=CCN1C(=O)/C(=C/c2ccc(O)c(OC)c2)S/C1=N/c1nccs1
 : -72	-1.7	-1.1
- C/C(CC(=O)Nc1ccccn1)=N\NC(=O)C(=O)Nc1cccc(Cl)c1C
 : 13	0.64	-0.03
- COc1ccc(CN(C)CC(=O)NC2CCCc3ccccc32)cc1OC (configuration not stated)
 : -41	.	.
- Cn1c(=O)c2cc(S(=O)(=O)NCCC(=O)Nc3ccccc3F)ccc2n(C)c1=O
 : -27	0.09	-0.02
- CCn1c(=O)c(C(=O)Nc2nc3ccccc3[nH]2)c(O)c2ccccc21
 : 12	-1.8	-1.4
- Cc1ccc(-c2nc(-c3ccccn3)no2)cc1Cl
 : .	-1.4	-0.67
- c1cc2nnnn2nc1N1CCCCCC1
 : -89	0.96	0.94
- CS(=O)(=O)Nc1ccc(C2=NN(S(C)(=O)=O)C(c3cccs3)C2)cc1 (configuration not stated)
 : -45	.	.
- COc1ccc(N(CC(=O)Nc2c(C)cccc2C)S(=O)(=O)c2ccccc2[N+](=O)[O-])c(OC)c1
 : -59	.	.
- COc1ccccc1S(=O)Cc1ccc(C(=O)NCc2ccccc2Cl)o1 (configuration not stated)
 : .	-0.36	-0.54
- CN(C)CC(=O)c1ccc(-c2ccccc2)cc1
 : .	-0.01	0.04
- Cc1n[nH]c(=O)nc1N1CCc2ccccc2C1
 : 56	1	0.75

Screening results as filed in PubChem.

This is a subset, so the mix of outcomes need not match the whole.
